Screening results from PubChem BioAssay.
CSM14.1 death rescue – protection against thapsigargin-triggered cell killing – 384-well, CSM14.1, ATP luminescence, primary screen (AID 1222). CSM14.1 thapsigargin-induced death rescue, ATP luminescence; higher % means a stronger effect. cellular ATP content (survival), % at 20 µM; hits with a dose series show EC50 in µM. 190,000 tested, under 10 active;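 active means EC50 below 50 µM in the dose-response confirmation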;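 further: death triggered by thapsigargin at about 15 µM added after 2 h compound pretreatment; cell ATP read after overnight thapsigargin exposure of roughly 18 to 22 hours; normalized against plate controls of thapsigargin alone and 5% DMSO vehicle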
P. falciparum M1AAP – malaria alanyl aminopeptidase activity blockers – biochemical, fluorogenic H-Leu-NHMec substrate, 1536-well (AID 1445); actives 0.42% (n = 220,000); inhibition, % at 30 µM; hits with a dose series show IC50 in µM; recombinant M1AAP, H-Leu-NHMec fluorogenic kinetic assay; higher % means a stronger effect;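 active means primary inhibition above the hit cutoff, then over 50% inhibition at one or more dose response concentrations, cut at about 23% in these data, passing the limit was not always enough; inconclusive means conflicting primary data, or primary hits not chosen for dose response; inactive means low primary inhibition, or under 50% at every dose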;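 further: plate controls were DMSO full reaction for no effect and no enzyme background for full effect; strong numbers were not always called active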
XIAP displacement – XIAP antagonists, biochemical, IAP family, fluorescence polarization (AID 1018). XIAP BIR domain, fluorescence polarization peptide displacement; higher % means a stronger effect. displacement, % at 20 µM; hits with a dose series show IC50 in µM. actives 0.007% (n = 200,000); in the data active means displacement above about 50%; further: a part of the inactive calls stands beside numbers as strong as those of hits
Siah-1 displacement – Siah-1 peptide-binding antagonists, primary screen, biochemical, fluorescence polarization, rhodamine-plectin, uHTS (AID 1817); Siah-1 / rhodamine-plectin peptide fluorescence polarization; higher % means a stronger effect; displacement, % at 20 µM; hits with a dose series show IC50 in µM; actives 0.02% (n = 290,000);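 active means displacement of at least 50% at 20 µM, with a fluorescence ratio check between 0.3 and a set limit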;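 further: plate controls were Siah plus tracer with DMSO for no effect and tracer alone without Siah for full effect; strong numbers were not always called active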
Hep lipid drop – modulators of hepatic lipid droplet formation. AML12 mouse hepatocytes, oleate lipid droplets, BODIPY imaging. inhibition, % at 6.5 µM. actives 0.4% (n = 240,000). AID 1656;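 active means lipid droplet intensity inhibited by at least 50%, with more than 500 cells counted; inconclusive means wells with under 300 cells, treated as cytotoxic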
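material = mouse AML12 hepatocyte cell line, fixed after treatment | also added = 100 µM oleic acid challenge | doses = compound at 6.5 µM only | schedule = overnight exposure | technique = Image-based BODIPY and DAPI two-channel analysis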
LYP phosphatase – inhibitors of LYP phosphatase, biochemical, fluorescence intensity, uHTS (AID 1779); recombinant LYP phosphatase, fluorescence intensity; higher % means a stronger effect; actives 0.054% (n = 290,000); one-dose inhibition, % at 11.5 µM; IC50 in µM for titrated hits;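 further: plate controls were vehicle with enzyme for no effect and no enzyme for full effect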
AID2073 – inhibitors of Mint1-CaV2.2 protein interaction, biochemical, HTRF (AID 2073) | HTRF protein-protein interaction, Mint1-CaV2.2; higher % means a stronger effect | actives 0.19% (n = 290,000) | inhibition, % at 20 µM; hits with a dose series show IC50 in µM; in the data active means inhibition mostly above about 51%, no sharp cut-off; inconclusive means no clear call, values can overlap the other calls; inactive means mostly below about 53%; further: some results filed as inactive read as strong as hits
P. falciparum M17LAP – P. falciparum M17LAP inhibitors, primary screen, biochemical, fluorogenic H-Leu-NHMec substrate, 1536-well (AID 1619). actives 0.38% (n = 220,000). recombinant M17LAP, H-Leu-NHMec fluorogenic kinetic assay; higher % means a stronger effect. inhibition, % at 30 µM, or IC50 in µM where a hit was titrated;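 active means compound inhibiting the enzyme by more than half at any dose during confirmatory dose-response retesting; inconclusive means strong single-dose inhibitors picked by rank but not retested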;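 further: plate controls were full reaction with DMSO carrier for no effect and no enzyme background for full effect; strong numbers were not always called active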
HEK293 NOD2/NF-kB – NOD2 signaling inhibitors, cell-based, luminescence, uHTS, HEK293 (AID 1566). HEK293 NOD2/NF-kB luciferase reporter, luminescence; higher % means a stronger effect. inhibition, % at 4 µM; hits with a dose series show EC50 in µM. actives 0.63% (n = 290,000); further: many of its hits are not listed in these tables
Hep lipid drop cells 6.5 µM – recorded beside Hep lipid drop, whose call it bears; cell count; measured here: cell count, cytotoxicity flag;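 cells counted across two imaged fields per well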
Numbers without * were called inactive; u = inconclusive; x = not tested or not shown. Unless noted, no stated cut-off is given here; in the data, active means inhibition above about 50%; inactive means the rest. Only part of the results is shown; rates above refer to the full screens.

SMILES	P. falciparum M1AAP	LYP phosphatase	Siah-1 displacement	XIAP displacement	Hep lipid drop	HEK293 NOD2/NF-kB	AID2073	Hep lipid drop cells 6.5 µM	P. falciparum M17LAP	CSM14.1 death rescue
CC(=O)c1cccc(NC(=O)Nc2c(C)nn(C)c2C)c1	0%	-1%	-2%	-1.2%	0	-7%	-3%	767	-10%	-2.9%
Cc1cccc(-c2n[nH]c(=S)n2/N=C/c2ccco2)c1	3%	-3%	6%	x	6	4%	-22%	752	3%	x
Cc1noc(C)c1-c1nc(CSc2ccccc2)no1	9%	-4%	5%	x	4	23%	5%	662	2%	x
Cc1c(CCOC(=O)c2cc([N+](=O)[O-])cc([N+](=O)[O-])c2)sc[n+]1CCCCS(=O)(=O)[O-]	5%	-9%	24%	-4.5%	-1	4%	4%	702	-4%	-0.6%
CN(C)C=NCCn1c(N2CCOCC2)nc2c1c(=O)n(C)c(=O)n2C	1%	-1%	-1%	-0.9%	-1	18%	3%	706	3%	-0.5%
COc1ccc(CCNC(=O)CN2CCN(S(=O)(=O)c3ccc(Cl)cc3)CC2)cc1OC	-1%	4%	0%	-3.0%	-17	-5%	0%	797	-7%	-2.4%
COc1ccc(S(=O)(=O)NC(C)C)cc1C(=O)N1CCOCC1	-2%	1%	-1%	-2.1%	8	4%	-2%	698	-3%	-9.0%
COC(=O)/C(=N\Nc1ccc(Cl)cc1)Sc1nnc(-c2ccc(OC)cc2)n1C	9%	-1%	-7%	74%	14	20%	-12%	661	2%	-2.7%
CCCn1c(=O)c2ccccc2n2c(SCC(=O)Nc3cc(C)on3)nnc12	x	-6%	3%	-3.9%	12	-5%	10%	755	x	1.3%
O=c1ccc(=O)n(-c2ccccc2)[nH]1	3%	-12%	3%	x	-5	14%	5%	770	16%	x
O=C(O)c1cccc(N/N=C/c2sc(N3CCOCC3)nc2-c2ccccc2)c1	14%	-4%	-1%	-9.3%	13	-42%	-10%	711	35%	-3.2%
COC(=O)c1sccc1NC(=O)CC1C(=O)NCCN1C(=O)Nc1cc(Cl)ccc1OC (stereo unspecified)	2%	-7%	0%	x	-52	6%	23%	775	-2%	x
CC(C)N1CCN(Cc2ccccc2-c2ccco2)CC1CCO (stereo unspecified)	-1%	-6%	0%	-2.3%	0	2%	-3%	723	-6%	-0.9%
O=C(CSc1nc(O)cc(=O)n1-c1ccccc1)NCc1ccccc1	10%	-1%	1%	1.2%	-10	13%	12%	525	76%	-2.8%
COc1cc(/C=C2\C(=N)N3N=C(S(=O)(=O)CC(C)C)SC3=NC2=O)ccc1OC(=O)c1ccco1	x	-1%	2%	x	4	-1%	7%	731	x	x
Cc1c(Cl)cccc1NS(=O)(=O)c1cn(C)c(=O)n(C)c1=O	x	-13%	-4%	x	-8	24%	12%	753	x	x
Cc1cc(C)n(CCNS(=O)(=O)c2ccc(C)c(C)c2)n1	x	-10%	0%	x	-3	4%	9%	782	x	x
Cc1c(C(=O)C(=O)N2CCCc3ccccc32)c2ccccc2n1C	11%	8%	-1%	-12%	-1	17%	2%	629	10%	-0.9%
Cc1ccc(-c2ccc(C3C(C#N)=C(N)Oc4n[nH]c(C)c43)o2)cc1 (stereo unspecified)	13%	-2%	-1%	-5.0%	x	-21%	-1%	x	16%	-7.1%
Cc1ccc(Cl)c(OCC(=O)Nc2sc(C)c(C)c2C#N)c1	7%	-10%	-2%	-11%	34	-27%	-6%	694	12%	-0.5%
CC(C)c1ccc(N=C(N)N=C(N)N)cc1	7%	-6%	3%	-4.1%	5	13%	11%	722	2%	-1.7%
CC1CCN(S(=O)(=O)c2ccc(N/N=C(/C#N)C(N)=O)cc2)CC1	18%	-8%	-2%	-6.4%	x	8%	-10%	x	11%	-1.9%
O=C(/C=C/c1ccncc1)c1cc(Cl)ccc1O	5%	1%	-6%	x	11	-2%	u	897	-1%	x
COc1ccc(NC(=O)CN2CCN(c3nc(-c4cccc(OC)c4)cs3)CC2)cc1	3%	4%	2%	1.7%	-4	0%	-11%	734	-3%	1.0%
O=C1CSc2ccc(S(=O)(=O)NCc3ccccc3Cl)cc2N1	x	-8%	11%	x	-18	7%	2%	653	x	x
Cc1cc(=O)nc2c3ccccc3n(C(C)C(=O)NCCN3CCOCC3)n12 (stereo unspecified)	x	-10%	3%	x	-5	5%	10%	678	x	x
Cc1noc(C)c1C(=O)N1CCC(C(=O)c2ccc(F)cc2F)CC1	4%	-4%	4%	x	2	4%	-1%	717	15%	x
O=C(NCC1CCCO1)c1cc2ccccc2nc1Cl (stereo unspecified)	5%	0%	8%	-11%	6	-13%	12%	691	3%	-6.4%
Cc1ccc(Cl)cc1NC(=S)N/N=C/c1cccc2ccccc12	4%	-4%	-3%	x	-144	-18%	-3%	357	-6%	x
CCS(=O)(=O)Nc1cccc(C2=NN(C(C)=O)C(c3cccs3)C2)c1 (stereo unspecified)	-10%	-6%	1%	-3.5%	-2	8%	13%	707	-6%	0.6%
CSc1ccccc1-n1nnnc1SCC(=O)Nc1cc(C)ccc1C	-2%	-5%	1%	-3.3%	1	12%	-5%	776	0%	4.3%
CCOC(=O)Cc1csc(Nc2c(C)n(C)n(-c3ccccc3)c2=O)n1	-3%	-6%	0%	0.1%	x	-3%	-6%	x	8%	-1.9%
COc1cc2c(cc1OC)C(C1C(=O)CCCC1=O)N(C(=O)CCl)CC2 (stereo unspecified)	7%	-6%	4%	1.6%	13	6%	34%	606	-15%	-0.5%
COC(=O)c1cn(Cc2ccccn2)c(=O)c2ccccc12	1%	0%	4%	-3.0%	3	8%	-7%	712	-3%	-0.8%
CC(=O)NCCc1ccc(S(=O)(=O)N2CCOCC2)cc1	-3%	-12%	-3%	-6.7%	4	14%	-3%	765	-7%	0.7%
Cc1nn(CC(=O)c2ccccc2)c(=O)c2nn(-c3ccccc3F)c(C)c12	3%	-4%	5%	-5.5%	30	-3%	-2%	729	-10%	-2.0%
Cc1noc(C(=O)Nc2cccnc2)c1Cl	-1%	-5%	1%	0.7%	x	5%	-14%	x	12%	-2.4%
Cc1onc(-c2ccccc2Cl)c1C(=O)NC(=S)Nc1ccc(C(C)C)cc1	7%	2%	-2%	x	-10	23%	-7%	765	6%	x
CC1(C(=O)NCCc2c[nH]c3ccccc23)C=CC2(CCCCC2)N1C(=O)c1ccccc1 (stereo unspecified)	x	-6%	4%	x	-10	-16%	4%	756	x	x
Cc1ccc(-n2c(C)cc(C(=O)COC(=O)c3ccc[nH]c3=O)c2C)cc1C	-1%	-2%	1%	-4.3%	-9	-19%	-1%	634	1.4µM*	-9.9%
Cc1ccc(NC(=O)/C(=C\c2ccco2)NC(=O)c2ccco2)cc1	x	2%	3%	x	-21	-18%	4%	775	x	x
COc1cc(C)c(COc2ncnc3ccccc23)cc1OC	x	-6%	-1%	x	-9	11%	4%	718	x	x
COc1ccc(C(C)=O)cc1COC(=O)CNC(=O)c1ccc(F)cc1	6%	6%	-2%	-24%	-5	3%	6%	650	21%	-1.5%
CCC(CC)c1nc(C#N)c(NCc2ccccc2)o1	14%	-2%	28%	-87%	-2	27%	-2%	590	8%	2.3%
COc1ccccc1Cn1c(=S)[nH]c2cc(C(=O)NCC(OC)OC)ccc2c1=O	x	-1%	1%	x	9	0%	-28%	843	x	x

Part of the list above, showing only LYP phosphatase.
| structure | LYP phosphatase |
| --- | --- |
| Cc1noc(C)c1-c1nc(CSc2ccccc2)no1 | -4% |
| Cc1c(CCOC(=O)c2cc([N+](=O)[O-])cc([N+](=O)[O-])c2)sc[n+]1CCCCS(=O)(=O)[O-] | -9% |

(list continues)
SMILES	P. falciparum M1AAP	LYP phosphatase	Siah-1 displacement	XIAP displacement	Hep lipid drop	HEK293 NOD2/NF-kB	AID2073	Hep lipid drop cells 6.5 µM	P. falciparum M17LAP	CSM14.1 death rescue
N=C(c1cccc([N+](=O)[O-])c1)N1CCCCC1	1%	-8%	2%	-2.4%	17	5%	u	692	8%	-0.5%
O=C(c1ccc(C(F)(F)F)cc1)C1CCCN(C(=O)CN2CCCC2=O)C1 (stereo unspecified)	2%	-4%	0%	-2.9%	8	-17%	12%	675	-4%	2.5%
O[C@@H](CNC[C@H](O)c1ccccc1)c1ccccc1	12%	-2%	2%	-6.0%	9	10%	9%	785	-2%	0.6%
COc1ccc(OCC(=O)N(Cc2ccco2)C2CCS(=O)(=O)C2)cc1 (stereo unspecified)	1%	-5%	-8%	x	-2	10%	-8%	761	2%	x
Cc1nc2c(C)cccn2c1/C(O)=C1\C(=O)C(=O)N(CCN(C)C)C1c1ccncc1 (stereo unspecified)	4%	-6%	2%	-2.3%	x	9%	-17%	x	17%	0.0%
Cc1ccc(S(=O)(=O)N2c3ccc(S(N)(=O)=O)cc3CC2C)cc1 (stereo unspecified)	5%	-3%	-1%	-3.0%	2	18%	5%	739	5%	-1.6%
CCC(C(=O)NC1CCCC1)N(Cc1ccco1)C(=O)CNS(=O)(=O)c1ccccc1 (stereo unspecified)	x	-6%	0%	x	-1	15%	2%	676	x	x
C[C@@H]1C[C@H]2[C@@H]3C[C@H](F)C4=CC(=O)C=C[C@]4(C)[C@@]3(F)[C@@H](O)C[C@]2(C)[C@@]1(O)C(=O)CO	-3%	-6%	-6%	-6.3%	-3	28%	0%	659	-2%	-1.8%
CCN1CCN(Cc2nc3ccc([N+](=O)[O-])cc3c(=O)n2-c2ccc(OC)cc2OC)CC1	x	-7%	2%	x	x	-10%	-11%	x	x	x
CCOC(=O)c1[nH]c(=O)[nH]c1CN(Cc1ccco1)Cc1[nH]c(=O)[nH]c1C(=O)OCC	-8%	-1%	7%	-3.8%	9	7%	6%	681	0%	-1.4%
